Assay outcomes (PubChem)
M. tuberculosis HTS = M. tuberculosis growth inhibition, HTS (AID 449762); M. tuberculosis H37Rv growth inhibition, 7H9 media; higher % means a stronger effect; inhibition, % at 25 µM, or IC50 in µM where a hit was titrated; 0.59% of 330,000 active; in the data active means a potency from the dose series; inconclusive means inhibition above about 70% without an active follow-up result;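 further: bacterial growth assessed after seven days of incubation; strong numbers were not always called active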
Salmonella PhoP GFP = PhoP regulon inhibitors, Salmonella typhi PhoP promoter GFP reporter, confirmatory (AID 1850); inhibition, % at 50 µM; hits with a dose series show IC50 in µM; Salmonella Typhi PhoP-promoter GFP reporter, fluorescence, 4 h; higher % means a stronger effect; 0.33% of 310,000 active; in the data active means a potency from the dose series; inconclusive means inhibition mostly from about 25% at the one dose, without a potency; inactive means the rest, 99 in 100 with inhibition below about 19%;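 further: 0% = induced wells with vehicle and 100% = uninduced wells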
VEEV TC-83 Vero = inhibitors of VEEV TC-83 cytopathic effect, confirmation, Vero cells (AID 588727) | 0.13% of 350,000 active | inhibition, % at 20 µM; hits with a dose series show IC50 in µM | Vero cells, VEEV TC-83 cytopathic effect inhibition; higher % means a stronger effect; in the data active means a potency from the dose series; inconclusive means inhibition mostly from about 14% at the one dose, without a potency; inactive means the rest, 99 in 100 with inhibition below about 12%; further: strong numbers were not always called active
H1N1 NS1A inhibition = NS1A inhibition, H1N1 influenza, cell based functional assay (AID 504329); 0.3% of 340,000 active; NS1A functional cell-based assay, percent inhibition; higher % means a stronger effect; one-dose inhibition, % at 12.5 µM; IC50 in µM for titrated hits; in the data active means a potency from the dose series; inconclusive means inhibition above about 27% without an active follow-up result; further: strong numbers were not always called active
M. tuberculosis = growth inhibition of non-replicating M. tuberculosis (AID 488890); Mycobacterium tuberculosis non-replicating, growth inhibition; higher % means a stronger effect; one-dose inhibition, % at 25 µM; IC50 in µM for titrated hits; 0.39% of 320,000 active; in the data active means a potency from the dose series; inconclusive means inhibition mostly from about 82% at the one dose, without a potency; inactive means the rest, 99 in 100 with inhibition below about 76%;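 further: plate controls were DMSO cells for no effect and high antibiotic wells for full effect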
The depositor's hits bear a star; i = inactive; u = inconclusive; x = not tested or not shown. No enrichment for hits; overall some 1.5% were active at least once.

smiles | M. tuberculosis HTS | Salmonella PhoP GFP | VEEV TC-83 Vero | H1N1 NS1A inhibition | M. tuberculosis
O=C(COc1ccccc1)c1cn(CC(=O)N2CCOCC2)c2ccccc12 | -6.9% | 2.3% | 5.2% | -16.7% | -12.3%
O=C1N=C(N2C=CC(=C3C=CNC=C3)C=C2)/C(=C/N=NC(=O)c2ccccc2)S1 | 2.7% | 11.5% | i | -3.1% | -3.5%
COc1ccc(Cl)cc1C(=O)OCC(=O)NCc1cccs1 | u | x | 0.3% | -2.8% | u
CC(=O)O/N=C(\N)c1cnn2c(C(F)(F)F)cc(C(F)(F)F)nc12 | 7.2% | -14.3% | 1.0% | -14.7% | -10.6%
CC(=O)C1=C(C)OC(N)=C(C#N)C1c1cc([N+](=O)[O-])ccc1Cl (centres undefined) | 8.2% | -17.0% | 0.6% | -21.1% | 27.8%
CN(CC(=O)Nc1ccc(F)c(F)c1F)C(=O)Cc1ccc(S(=O)(=O)N2CCOCC2)s1 | x | x | 1.0% | -14.4% | x
CC1CCCN(C(=O)CCS(=O)(=O)Cc2ccccc2)C1 (centres undefined) | 1.0% | -13.9% | 0.3% | -1.4% | -6.9%
CCC1NC(=S)NC(C)=C1C(=O)c1ccccc1 (centres undefined) | -4.2% | -11.9% | 2.1% | -7.2% | 22.8%
CC(=O)C1=C(C)Nc2ncnn2C1c1ccccc1 (centres undefined) | -3.6% | 10.0% | 0.2% | -27.7% | 7.8%
CCCC(=O)Nc1c2c(nn1-c1ccc(C)cc1C)CSC2 | 1.2% | 24.5% | 0.5% | -5.6% | 39.1%
O=C1c2ccccc2C(O)(c2ccccc2)N1c1ccncc1 (centres undefined) | -1.5% | -11.0% | i | -4.7% | 2.5%
CCOC(=O)CSc1nc2cc3c(cc2cc1C)OCO3 | u | -9.4% | 0.1% | -12.0% | 41.1%

Copied from the listing for reference:
smiles | M. tuberculosis HTS | Salmonella PhoP GFP | VEEV TC-83 Vero | H1N1 NS1A inhibition | M. tuberculosis
O=C(COc1ccccc1)c1cn(CC(=O)N2CCOCC2)c2ccccc12 | -6.9% | 2.3% | 5.2% | -16.7% | -12.3%
O=C1N=C(N2C=CC(=C3C=CNC=C3)C=C2)/C(=C/N=NC(=O)c2ccccc2)S1 | 2.7% | 11.5% | i | -3.1% | -3.5%

Following part:
smiles | M. tuberculosis HTS | Salmonella PhoP GFP | VEEV TC-83 Vero | H1N1 NS1A inhibition | M. tuberculosis
COc1ccccc1OCCSc1nnc(C)n1-c1ccccc1 | -7.5% | 1.4% | 1.3% | 19.5% | 7.6%
CCOC(=O)N1CCN(C(=O)c2cnn3c(C)c(Cc4ccc(C)cc4)c(C)nc23)CC1 | -5.0% | -1.8% | i | -0.2% | 15.4%
CCOc1cc(CNc2ccc3c(c2)CCC3)ccc1OC | u | 3.5% | x | x | u
CCOC(=O)c1c(N)nn(C(=O)C(C)C)c1-c1ccc(OC)cc1 | -6.0% | -3.3% | 1.9% | 3.1% | -3.6%
Cc1cccc(C(=O)N/N=C/c2ccoc2)c1 | -16.1% | -0.8% | 2.7% | -1.7% | 19.9%
CC(=O)Nc1cnc2ccccc2n1 | -3.0% | 5.1% | 1.9% | -3.4% | -7.3%
COc1ccc(N=Cc2c(O)ccc3ccccc23)cc1 | u | 2.6% | 4.0% | 3.2% | u
CC(=O)c1c(N2CCOCC2)nc(=S)n(Cc2ccccc2)c1C | 4.1% | -10.4% | 0.6% | -3.0% | 3.8%
Cc1cc(C)n(C(=O)C(C)n2nc([N+](=O)[O-])c(Br)c2C)n1 (centres undefined) | -10.9% | -0.4% | i | 1.5% | -3.1%
CSc1ccc(CNc2ccc(C)cc2)cc1 | -0.3% | -3.4% | 0.0% | 7.2% | 43.7%
C[C@H]1CN[C@@H](CCO)/C1=C\c1ccccc1 | x | x | 1.2% | -5.0% | x
COc1ccc(C(=O)Nc2ccc(-c3ccc(C)o3)cc2)cc1S(=O)(=O)N1CCOCC1 | 9.8% | 3.0% | 6.1% | 18.1% | 3.3%
CC1CC1C(=O)OCC(=O)Nc1cccc(F)c1 (centres undefined) | 9.9% | x | 1.5% | -2.3% | 62.2%
CC(C)CC(OC(=O)c1cccs1)C(=O)NCc1cccs1 (centres undefined) | 6.9% | -6.5% | 0.6% | -1.1% | 27.7%
COC(=O)CSc1nc(C)cc(C)n1 | -3.0% | 6.3% | 0.1% | 5.2% | -14.1%
CC1CCCC(C)N1/N=C/c1ccc(O)c(O)c1 (centres undefined) | 3.0% | -0.7% | i | -0.1% | -24.9%
COc1ccc(OCC(=O)N/N=C/C2CC=CCC2)cc1 (centres undefined) | -0.8% | -1.3% | 0.1% | 4.9% | 6.6%
CCn1c(CC(=O)Nc2ccc(Cl)cc2)nnc1SCC(=O)N1CCOCC1 | 2.7% | -0.6% | 1.2% | -9.8% | -3.5%
CCSc1nnc(NC(=O)Cc2ccc(OC)c(S(=O)(=O)N3CCOCC3)c2)s1 | 5.9% | -23.5% | 8.4% | 10.2% | 7.2%
Cc1nc(/C(=N/O)C(N)=O)cs1 | 8.2% | -15.7% | 1.4% | -7.0% | 3.2%
Cc1cccc2sc(NC(=O)C3=NN(c4ccccc4)C(=O)CC3)nc12 | 7.8% | -1.4% | 0.9% | 9.9% | 12.8%
N/C(=N\OC(=O)c1cc(-c2ccccc2)nc2ccccc12)c1ccncc1 | 16.3% | 2.0% | i | -2.0% | 18.8%
Cc1ccc(CSc2ccc(C(=O)N3CCOCC3)cc2[N+](=O)[O-])cc1 | 7.1% | 8.3% | i | 1.8% | 0.1%
CCN(CC(=O)Nc1cc(Cl)ccc1C)C(=O)c1cc([N+](=O)[O-])ccc1N1CCOCC1 | -6.2% | 4.8% | 5.9% | 5.5% | 2.9%

Sorted by molecular weight (falling): part of the list above.
smiles | M. tuberculosis HTS | Salmonella PhoP GFP | VEEV TC-83 Vero | H1N1 NS1A inhibition | M. tuberculosis
CCN(CC(=O)Nc1cc(Cl)ccc1C)C(=O)c1cc([N+](=O)[O-])ccc1N1CCOCC1 | -6.2% | 4.8% | 5.9% | 5.5% | 2.9%
CCSc1nnc(NC(=O)Cc2ccc(OC)c(S(=O)(=O)N3CCOCC3)c2)s1 | 5.9% | -23.5% | 8.4% | 10.2% | 7.2%
COc1ccc(C(=O)Nc2ccc(-c3ccc(C)o3)cc2)cc1S(=O)(=O)N1CCOCC1 | 9.8% | 3.0% | 6.1% | 18.1% | 3.3%
CCn1c(CC(=O)Nc2ccc(Cl)cc2)nnc1SCC(=O)N1CCOCC1 | 2.7% | -0.6% | 1.2% | -9.8% | -3.5%
Cc1ccc(CSc2ccc(C(=O)N3CCOCC3)cc2[N+](=O)[O-])cc1 | 7.1% | 8.3% | i | 1.8% | 0.1%
N/C(=N\OC(=O)c1cc(-c2ccccc2)nc2ccccc12)c1ccncc1 | 16.3% | 2.0% | i | -2.0% | 18.8%
Cc1cccc2sc(NC(=O)C3=NN(c4ccccc4)C(=O)CC3)nc12 | 7.8% | -1.4% | 0.9% | 9.9% | 12.8%
CC(=O)c1c(N2CCOCC2)nc(=S)n(Cc2ccccc2)c1C | 4.1% | -10.4% | 0.6% | -3.0% | 3.8%
CC(C)CC(OC(=O)c1cccs1)C(=O)NCc1cccs1 (centres undefined) | 6.9% | -6.5% | 0.6% | -1.1% | 27.7%
COc1ccc(OCC(=O)N/N=C/C2CC=CCC2)cc1 (centres undefined) | -0.8% | -1.3% | 0.1% | 4.9% | 6.6%
COc1ccc(N=Cc2c(O)ccc3ccccc23)cc1 | u | 2.6% | 4.0% | 3.2% | u
CC1CC1C(=O)OCC(=O)Nc1cccc(F)c1 (centres undefined) | 9.9% | x | 1.5% | -2.3% | 62.2%
CSc1ccc(CNc2ccc(C)cc2)cc1 | -0.3% | -3.4% | 0.0% | 7.2% | 43.7%
C[C@H]1CN[C@@H](CCO)/C1=C\c1ccccc1 | x | x | 1.2% | -5.0% | x
COC(=O)CSc1nc(C)cc(C)n1 | -3.0% | 6.3% | 0.1% | 5.2% | -14.1%
CC(=O)Nc1cnc2ccccc2n1 | -3.0% | 5.1% | 1.9% | -3.4% | -7.3%
Cc1nc(/C(=N/O)C(N)=O)cs1 | 8.2% | -15.7% | 1.4% | -7.0% | 3.2%

Following part.
smiles | M. tuberculosis HTS | Salmonella PhoP GFP | VEEV TC-83 Vero | H1N1 NS1A inhibition | M. tuberculosis
CCOC(=O)c1cc(C#N)c(SC)nc1C | 0.4% | 0.9% | 0.5% | -4.2% | -6.3%
Cc1sc2nc(-c3ccco3)oc(=O)c2c1C | 15.4% | 11.3% | 0.3% | 0.4% | u
O=C(CCN1C(=O)c2ccccc2S1(=O)=O)NCc1ccc(F)cc1 | x | x | i | -4.0% | x
Cc1ccc(SCCc2cc[n+](CC(=O)c3ccccc3)cc2)cc1 | 6.2% | -5.8% | 0.5% | 1.9% | 73.5%
